Assay outcomes: PubChem BioAssay, National Center for Advancing Translational Sciences (NCATS)
IL-2 act = activators of IL-2; activation, % (series mostly up to about 46 µM); AID 652025; IL-2 activation reporter assay, cell-based qHTS; stimulated with anti-CD3/CD4/CD28 beads; in transgenic mouse T cells; 0.065% of 360,000 active; in the data active means activation above about 50%; inconclusive means mostly about 30% to 49%; further: 0% is about no effect
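First, unstimulated transgenic mouse T cells were exposed to compound for 60 min. Next, anti-CD3/anti-CD4-coated beads with anti-CD28 were added. Finally, after 18 h at 37 degrees C, EGFP and DsRed were imaged.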
GLP-1R agonist = agonists of human GLP-1 receptor | P43220 | HEK293 GLP-1R CRE-luciferase, luminescence, 4-6 h; cells express a hypersensitive GLP-1R form | 0.007% of 380,000 active | Potency, µM (highest dose often 45.6 µM), for inactives: top-dose activation, usual class: activators; further: potency means the concentration at half of the fitted maximal effect; % of control where 0% means no effect
Target sequence (P43220 whole entry, looked up): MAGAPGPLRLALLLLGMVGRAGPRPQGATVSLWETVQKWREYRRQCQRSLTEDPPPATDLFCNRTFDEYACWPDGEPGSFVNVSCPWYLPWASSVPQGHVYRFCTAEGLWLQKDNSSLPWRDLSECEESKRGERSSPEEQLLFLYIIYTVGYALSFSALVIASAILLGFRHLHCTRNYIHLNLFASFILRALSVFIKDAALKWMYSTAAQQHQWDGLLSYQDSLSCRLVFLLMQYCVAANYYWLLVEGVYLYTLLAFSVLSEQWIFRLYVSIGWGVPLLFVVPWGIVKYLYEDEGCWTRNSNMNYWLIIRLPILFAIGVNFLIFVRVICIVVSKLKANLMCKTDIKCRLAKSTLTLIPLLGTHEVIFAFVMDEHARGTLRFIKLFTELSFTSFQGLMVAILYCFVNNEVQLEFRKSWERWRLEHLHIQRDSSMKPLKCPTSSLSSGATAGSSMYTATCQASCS
GLP-1R inv ag = acts as inverse agonist at human GLP-1 receptor. HEK293 GLP-1R CRE-luciferase, luminescence, 24 h; GLP-1R form is constitutively active. AID 624417. 1.6% of 410,000 active. Potency, µM (doses to about 38.3 µM), inactives show at the highest dose activity change, negative = inhibition, hits mostly inhibitors. P43220; further: potency means the concentration at half of the fitted maximal effect; on the % scale 0 is the no-effect control and ±100 the full control effect; nearly all actives have a fitted effect of over 55% in size
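Luminescence readout: a drop in cAMP-driven luciferase signal flags inverse agonism at a constitutively active GLP-1R stably expressed in HEK293. Compound exposure lasted 24 hr at 37 deg C, 5% CO2.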
EPAC1 agonist = EPAC1 (human) agonism | 0.073% of 360,000 active | EPAC1 agonist qHTS, biochemical assay; response scale: 100% = response to 6.5 mM cAMP | O95398 | Potency, µM (top dose mostly 154 µM), for inactives: top-dose activation, usual class: activators; further: potency means the concentration at half of the fitted maximal effect; nearly all actives have a fitted effect of over 60% in size
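Read-out is the fluorescence drop as BODIPY-GDP leaves Rap1B (480 nm excitation, 540 nm emission), recorded every 5 minutes over 30 minutes. Reactions held 100 nM EPAC1, 250 nM Rap1B–BODIPY-GDP and 50 uM GDP, with 6.5 mM cAMP setting full activation.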
HEK293 tox = cytotoxicity counter-screen for GLP-1 receptor inverse agonists; 0.13% of 410,000 active; HEK293 cAMP-luciferase reporter cells, luminescence, 24 h; Potency, µM (highest dose often 38.3 µM), for inactives: at the top dose activity change, negative = inhibition, hits mostly inhibitors;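 further: loss of luciferase light is scored as toxicity; potency means the concentration at half of the fitted maximal effect; on the % scale 0 is the no-effect control and ±100 the full control effect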
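Quantitative HTS format, 1536 wells, 200 cells/uL seeded. Compounds: 23 nL, 24 h, 37 °C. Detection: luciferase reagent, luminescence at 12 min RT; decreased signal taken as cytotoxic.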
PTHR1 agonist = PTHR1 (human) receptor agonism | HEK293 GP2 PTHR1 cells, GloSensor cAMP luminescence, 1 h | 0.075% of 410,000 active | AID 743266 | Potency, µM (series often up to 115 µM), for the others: at the highest dose activation, hits mostly activators; further: potency means the concentration at half of the fitted maximal effect; nearly all actives have a fitted effect of over 55% in size; some results filed as inactive show a strong effect at the top dose; inactives centre near -15; many of its hits are not listed in these tables
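HEK-293-derived GP2 cells expressing PTHR1 and a GloSensor cAMP reporter, 3,000/well, plated overnight, given luciferin plus IBMX (each 0.5 mM as added) for 1 h at 37 °C, then compound for 1 h at 37 °C. Luminescence was read after 15 min at room temperature.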
PLK1 PBD inh = PLK1 (human) polo-box domain binding inhibition. AID 720504. P53350. 2.8% of 360,000 active. Potency, µM, for inactives: max response, negative = inhibition, most hits filed as inhibitors. Plk1 PBD binding of FITC phosphopeptide, fluorescence polarization; further: potency means the concentration at half of the fitted maximal effect; series mostly up to about 57 µM; on the % scale 0 is the no-effect control and ±100 the full control effect; nearly all actives have a fitted effect of over 65% in size
Target sequence (P53350 whole entry, looked up, the tested form may be a part): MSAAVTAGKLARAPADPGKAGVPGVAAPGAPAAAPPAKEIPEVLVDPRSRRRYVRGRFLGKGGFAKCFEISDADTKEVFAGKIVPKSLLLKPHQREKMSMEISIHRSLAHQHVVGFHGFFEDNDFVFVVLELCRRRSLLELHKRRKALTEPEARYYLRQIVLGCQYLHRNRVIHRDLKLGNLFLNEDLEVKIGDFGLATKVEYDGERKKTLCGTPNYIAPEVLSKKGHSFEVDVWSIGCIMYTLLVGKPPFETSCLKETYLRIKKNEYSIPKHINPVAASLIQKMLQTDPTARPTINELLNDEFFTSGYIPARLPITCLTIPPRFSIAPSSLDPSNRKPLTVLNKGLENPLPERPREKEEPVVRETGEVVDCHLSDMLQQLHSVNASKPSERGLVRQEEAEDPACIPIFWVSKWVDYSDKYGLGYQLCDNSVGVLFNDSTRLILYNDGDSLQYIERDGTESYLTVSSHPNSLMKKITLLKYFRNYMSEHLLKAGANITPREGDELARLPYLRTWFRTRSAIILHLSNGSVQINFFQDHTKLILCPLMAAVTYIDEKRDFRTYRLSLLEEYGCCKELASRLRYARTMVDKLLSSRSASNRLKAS
PI5P4Ka inh = blocks human PI5P4K alpha kinase activity; P48426; max response, %; 1.2% of 330,000 active; PI5P4Kalpha enzyme, ADP-Glo luminescence, 60 min; hits give low values; active means max response of -50% or lower; inconclusive means between -30% and -50%; inactive means -30% or higher; further: value at the top dose of about 77 µM; on the % scale 0 is the no-effect control and ±100 the full control effect
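ADP-Glo luminescence end-point after a 60 min room-temperature kinase reaction. PI5P4Kalpha and substrate in HEPES pH 7.4 buffer with EGTA, 0.1% CHAPS and 5% DMSO; ATP at 5 microM final.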
EPAC1 antagonist = antagonists of human EPAC1 | O95398 | EPAC1 GEF assay, Rap1b-BODIPY-GDP exchange fluorescence | Potency, µM (highest dose often 115 µM), for the others: at the top dose activity change, negative = inhibition, most hits filed as inhibitors | 0.14% of 360,000 active;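 further: potency means the concentration at half of the fitted maximal effect; plate controls were vehicle for no effect and positive control for full effect; nearly all actives have a fitted effect of over 50% in size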
An asterisk follows results filed as active; i = inactive; ? = inconclusive; . = not tested or not shown; [ ] = remark or other dose. Unless noted, the call rests on the fitted dose curve; in most records, active means well fitted curve in the direction sought with a large enough effect; inconclusive means small, poorly fitted or top-dose-only effect, or another doubt; inactive means no such curve, though single readings can be large; an effect the other way counts as inactive or inconclusive. This is a subset; rates above refer to the full screens.

SMILES | IL-2 act | GLP-1R agonist | GLP-1R inv ag | EPAC1 agonist | HEK293 tox | PTHR1 agonist | PLK1 PBD inh | PI5P4Ka inh | EPAC1 antagonist
CC(=O)N1CCN(C(=O)c2[nH]c(C(F)(F)F)nc2-c2ccccc2)CC1 | 1.1 | -2% | 30%[activator] | -5% | 0% | i | -2% | 8 | 1%
O=C(CNc1cccc2ccccc12)N/N=C/c1cccc(Oc2ccccc2)c1 | -3.7 | 13% | 11% | 4% | 1% | -19% | 1% | 11 | -5%
Cc1oc(C(C)(C)C)cc1C(=O)Nc1ccc(N2CCOCC2)cc1 | -5.1 | 6% | ? | -7% | -10% | -31%[inhibitor] | 0% | 4 | 7%
Cc1cc(SCC(=O)OCC(=O)NC(C)c2ccccc2)c(C)cc1Br (configuration not stated) | 0.4 | 2% | 7% | -7% | -4% | i | -2% | 0 | -3%
Cc1cccc(NC(=S)NCc2ccc3c(c2)OCO3)c1 | -1.4 | -3% | 0% | 6% | -6% | i | -3% | 6 | -9%
O=S(=O)(c1ccc(NC(=S)N/N=C/c2ccc(Oc3ccccc3)cc2)cc1)N1CCOCC1 | -3.7 | 4% | -7% | 3% | 2% | i | -12% | -5 | 3%
CCc1ccc(NC(=O)C2CCCN(S(C)(=O)=O)C2)cc1 (configuration not stated) | 0.5 | 9% | -22% | 6% | 3% | -8% | 21µM* | -10 | 20%
COc1cc(SC)ccc1C(=O)OCC(=O)N1CCCC1 | -4.1 | 5% | 6% | 4% | -8% | -7% | -4% | 3 | -21%
Cc1ccc(-n2cc(CN3CCN(Cc4nccn4C)CC3)c(-c3ccc(F)cc3)n2)cc1 | -1.6 | 15% | ? | 6% | -23% | -17% | -6% | 11 | -9%
CCOC(=O)c1c(C)[nH]c(C)c1C(=O)COC(=O)/C=C/c1cccc([N+](=O)[O-])c1 | 0.5 | -4% | 3% | 2% | 1% | i | 1% | 4 | -3%
Nc1nncn1C(=O)CCCOc1ccccc1 | -2.4 | -8% | -4% | 7% | -5% | i | -4% | 1 | 1%
Cn1cnc2c(cnn2C)c1=O | -0.1 | 7% | 6% | 5% | -9% | i | -8% | -3 | 5%
COc1ccc(CNC(=O)C(C)OC(=O)CCN2C(=O)C3CC=CCC3C2=O)cc1 (configuration not stated) | -0.5 | 4% | 0% | -3% | 8% | -15% | -6% | -4 | 1%
COc1cccc(CNS(=O)(=O)c2ccc3c(c2)N(C(C)=O)CCS3)c1 | -0.8 | -3% | 21% | -9% | 0% | -4% | -5% | -6 | 9%
S=C(NCc1ccco1)N/N=C/c1ccc(Cl)cc1 | 1.1 | 11% | ? | 10% | ? | -38%[inhibitor] | -3% | 14 | -11%
CN1C(C(=O)NCc2ccco2)CC2Cn3c(nc4cc(Cl)c(Cl)cc43)C21 (configuration not stated) | -0.2 | 0% | -1% | -5% | 5% | -16% | -10% | -13 | -6%
CCCNc1ncccc1C(N)=O | -3.0 | -8% | 14% | 4% | 5% | i | -7% | 0 | -1%
Cc1nc(SCC(=O)N(CC(C)C)C2CCS(=O)(=O)C2)c2ccccc2n1 (configuration not stated) | -2.7 | 0% | 20% | 1% | -13% | -5% | -5% | 3 | 3%
O=C(NCCCN1CCOCC1)C1CCC(=O)N1C1CCCCC1 (configuration not stated) | -2.3 | -9% | 0% | 5% | -6% | -5%[57.5 µM] | -5% | . | 10%
Cc1onc(-c2c(Cl)cccc2Cl)c1C(=O)N1CCSCC1 | -0.5 | 5% | ? | 10% | -3% | -6% | 3% | -2 | -19%
CN(C)c1ccc(CN2CCCC(O)C2)cc1 (configuration not stated) | -0.5 | -8% | -4% | -1% | 5% | i | 17% | . | 2%
CC(=O)c1ccc(NC(=S)Nc2ccn(Cc3ccc(Br)cc3)n2)cc1 | 2.9 | 8% | ? | 14% | -7% | -26% | -30% | 4 | 8%
COc1ccccc1Nc1nnc(SCC(=O)c2cc(C)n(CC3CCCO3)c2C)s1 (configuration not stated) | 0.3 | 6% | ? | -3% | 16% | i | -4% | 8 | -11%
CCOC(=O)C1(C)C=C(Nc2ccc(C)cc2)C(=O)N1c1ccc(C)cc1 (configuration not stated) | 0.4 | 1% | -8% | 14% | -6% | -33%[inhibitor] | -14% | -2 | 12%
CCCCn1c(N)c(N(CC)C(=O)c2cccc(F)c2)c(=O)[nH]c1=O | 0.2 | -1% | 5% | 5% | -16% | -20% | -6% | 0 | 16%
O=C(C1CCN(S(=O)(=O)c2cccc3cccnc23)CC1)N1CCN(c2ccccn2)CC1 | -0.9 | 0% | -17% | 1% | 5% | i | 0% | -4 | -9%
Cc1ccccc1-c1noc(-c2ccccc2C(=O)NCC2CCCO2)n1 (configuration not stated) | 0.1 | 14% | -20% | 9% | 1% | -3% | 0% | -1 | -17%
O=C(c1cc(Cl)ccc1[N+](=O)[O-])n1cnc2ccccc21 | -0.7 | -10% | -3% | 8% | -2% | -22% | -10% | 7 | -4%
COc1cccc(CC2(CO)CCN(C(=O)NCCc3ccccc3)CC2)c1 | -0.9 | -1% | ? | 1% | -11% | i | -7% | 5 | 6%
COCCn1cnnc1SCC(=O)Nc1ccc(N2CCCCC2)cc1 | -1.3 | 1% | 5% | 12% | -6% | i | -4% | 4 | 6%

Shown as a hit in PLK1 PBD inh (from the list above):
SMILES	IL-2 act	GLP-1R agonist	GLP-1R inv ag	EPAC1 agonist	PTHR1 agonist	PLK1 PBD inh	PI5P4Ka inh	EPAC1 antagonist
CCc1ccc(NC(=O)C2CCCN(S(C)(=O)=O)C2)cc1 (configuration not stated)	0.5	9%	-22%	6%	-8%	21µM*	-10	20%

Other results.
SMILES | IL-2 act | GLP-1R agonist | GLP-1R inv ag | EPAC1 agonist | HEK293 tox | PTHR1 agonist | PLK1 PBD inh | PI5P4Ka inh | EPAC1 antagonist
Cc1ccc(C)c(CN2C(=O)C3CCCN3c3ccc(C#N)cc32)c1 (configuration not stated) | 6.4 | -6% | 1% | 11% | 6% | i | -4% | -9 | 6%
COc1ccc(NC(=O)Nc2ccccc2C(=O)N2CCCC2)cc1 | -2.2 | 1% | 9% | -2% | 3% | -5% | -1% | 2 | -2%
CCOC(=O)/C=C1\NC(C)(C)Cc2cc(OC)c(O)cc21 | -2.0 | 16% | 26% | 5% | -4% | i | -4% | . | 1%
CC(=O)c1cccc(S(=O)(=O)N2CCC(C(=O)N(C)Cc3ccc(Cl)s3)CC2)c1 | -0.4 | -8% | -26% | 12% | -5% | -83%[inhibitor] | -2% | -8 | -29%
Cc1cc(C)c2c(c1)/C(=N\N=c1\sc3ccccc3n1C)C(=O)N2 | -5.7 | 11% | 19% | 1% | -9% | i | -1% | -13 | -4%
CCN1CCN(C(CNS(=O)(=O)c2ccc(C)cc2)c2ccccc2)CC1 (configuration not stated) | -0.4 | 2% | ? | -8% | -15% | i | 3% | -5 | -19%
Cn1c(=O)n(CC(=O)O)c(=O)c2c1nc1n2CCCN1Cc1ccccc1 | -0.1 | -3% | -1% | 12% | 3% | -41%[inhibitor] | -5% | 5 | 2%
O=[N+]([O-])c1cc([N+](=O)[O-])c2cccnc2c1Oc1ccccc1O | -2.4 | -9% | 0% | -9% | ? | i | 3.4µM* | ? | -1%
Cc1sc2nc(SCC(=O)NCc3ccco3)[nH]c(=O)c2c1C | 2.1 | 4% | 18% | -20% | -22% | i | 2% | -4 | 8%
FC(F)(F)c1nnc2c3ccccc3c(Cl)nn12 | -0.6 | -5% | ? | 4% | ? | -19% | -10% | 6 | -4%
COc1ccc(C(=O)CSc2nnc(CN3CCCCC3)n2-c2ccc(F)cc2)cc1 | -1.8 | 10% | ? | 3% | ? | -13% | -19% | 8 | 17%
COc1ccc(S(=O)(=O)N2CCN(C(=O)[C@@H]3CCCN3C(=O)c3cccs3)CC2)cc1 | 0.3 | 5% | 6% | 1% | 2% | -3% | -5% | 6 | -4%
CC(C)c1nc(N2CCCC2)c(C#N)c2c1CCCC2 | -1.4 | 0% | ? | 0% | -2% | -19% | -3% | -1 | 6%
Cc1c(Cl)cnc(NC(=O)COC(=O)c2cccc(S(=O)(=O)N3CCc4ccccc4C3)c2)c1Cl | 1.3 | -1% | 3% | 16% | 0% | -6% | -17% | -18 | -3%
CC1CCCCN1S(=O)(=O)c1coc(C(N)=O)c1 (configuration not stated) | 0.6 | -10% | 4% | 12% | 2% | -48%[inhibitor] | -8% | -2 | -30%
COc1ccc(CN(C(=O)Cc2cccs2)C(C(=O)NC2CCCC2)c2ccncc2)cc1 (configuration not stated) | -2.0 | -1% | 6% | -1% | -13% | i | -6% | . | 10%
O=C(c1ccc(F)cc1)N1CCN=C1c1ccccc1 | 0.3 | 6% | 2% | 1% | 9% | 15% | -8% | 4 | -6%

Among those listed so far, 6 contain fluorine:
SMILES | IL-2 act | GLP-1R agonist | GLP-1R inv ag | EPAC1 agonist | HEK293 tox | PTHR1 agonist | PLK1 PBD inh | PI5P4Ka inh | EPAC1 antagonist
CC(=O)N1CCN(C(=O)c2[nH]c(C(F)(F)F)nc2-c2ccccc2)CC1 | 1.1 | -2% | 30%[activator] | -5% | 0% | i | -2% | 8 | 1%
Cc1ccc(-n2cc(CN3CCN(Cc4nccn4C)CC3)c(-c3ccc(F)cc3)n2)cc1 | -1.6 | 15% | ? | 6% | -23% | -17% | -6% | 11 | -9%
CCCCn1c(N)c(N(CC)C(=O)c2cccc(F)c2)c(=O)[nH]c1=O | 0.2 | -1% | 5% | 5% | -16% | -20% | -6% | 0 | 16%
FC(F)(F)c1nnc2c3ccccc3c(Cl)nn12 | -0.6 | -5% | ? | 4% | ? | -19% | -10% | 6 | -4%
COc1ccc(C(=O)CSc2nnc(CN3CCCCC3)n2-c2ccc(F)cc2)cc1 | -1.8 | 10% | ? | 3% | ? | -13% | -19% | 8 | 17%
O=C(c1ccc(F)cc1)N1CCN=C1c1ccccc1 | 0.3 | 6% | 2% | 1% | 9% | 15% | -8% | 4 | -6%
